AmpC inh no detg = AmpC beta-lactamase inhibition without detergent | Potency, µM (series often up to 57.1 µM), inactives show at the top dose activity change, negative = inhibition, most hits filed as inhibitors | P00811 | 0.52% of 330,000 active | AmpC nitrocefin hydrolysis, absorbance 480 nm, 0.0001% Triton;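 further: potency means the concentration at half of the fitted maximal effect; plate controls were no compound for no effect and no enzyme for full effect; nearly all actives have a fitted effect of over 20% in size; some results filed as inactive show a strong effect at the top dose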
Target sequence (P00811 whole entry, looked up): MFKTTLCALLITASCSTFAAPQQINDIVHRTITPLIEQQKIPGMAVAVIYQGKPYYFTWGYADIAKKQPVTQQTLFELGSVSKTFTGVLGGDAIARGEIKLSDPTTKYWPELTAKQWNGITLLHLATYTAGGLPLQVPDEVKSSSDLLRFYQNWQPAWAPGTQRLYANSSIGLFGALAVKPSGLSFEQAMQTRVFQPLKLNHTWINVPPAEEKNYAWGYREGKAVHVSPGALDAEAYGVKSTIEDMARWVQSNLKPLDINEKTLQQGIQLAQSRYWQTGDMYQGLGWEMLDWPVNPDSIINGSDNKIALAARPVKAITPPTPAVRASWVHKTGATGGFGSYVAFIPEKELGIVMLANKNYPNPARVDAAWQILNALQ
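20 mM phosphate pH 7.0 + 0.01% (detergent screen) or 0.0001% Triton X-100; 5.3 nM AmpC reagent; cpd preinc 15 min RT; nitrocefin (800 uM stock) to start; A480 q20 s × 4 min; Activity was normalised to no-enzyme and no-compound control wells.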
AmpC detergent = blocks E. coli AmpC beta-lactamase in detergent assay; P00811; AmpC hydrolysis of nitrocefin, absorbance 480 nm, 0.01% Triton; Potency, µM (doses to about 114 µM), without a hit: top-dose activity change, negative = inhibition, actives largely listed as inhibitors; 0.041% of 370,000 active; AID 485294;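 further: potency means the concentration at half of the fitted maximal effect; 0% = no-compound wells and -100% = no-enzyme wells; nearly all actives have a fitted effect of over 25% in size; some results filed as inactive show a strong effect at the top dose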
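20 mM phosphate pH 7.0 + 0.01% (detergent screen) or 0.0001% Triton X-100; 5.3 nM AmpC reagent; cpd preinc 15 min RT; nitrocefin (800 uM stock) to start; A480 q20 s × 4 min; Activity was normalised to no-enzyme and no-compound control wells.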
LmPK inhibitor = LmPK (Leishmania mexicana) enzyme inhibition. Q27686. purified LmPK, Kinase-Glo ATP luminescence, 1 h. Potency, µM (doses to about 57.5 µM), inactives show top-dose activity change, negative = inhibition, most hits filed as inhibitors. 0.37% of 290,000 active; further: potency means the concentration at half of the fitted maximal effect
Target sequence (Q27686 whole entry, looked up): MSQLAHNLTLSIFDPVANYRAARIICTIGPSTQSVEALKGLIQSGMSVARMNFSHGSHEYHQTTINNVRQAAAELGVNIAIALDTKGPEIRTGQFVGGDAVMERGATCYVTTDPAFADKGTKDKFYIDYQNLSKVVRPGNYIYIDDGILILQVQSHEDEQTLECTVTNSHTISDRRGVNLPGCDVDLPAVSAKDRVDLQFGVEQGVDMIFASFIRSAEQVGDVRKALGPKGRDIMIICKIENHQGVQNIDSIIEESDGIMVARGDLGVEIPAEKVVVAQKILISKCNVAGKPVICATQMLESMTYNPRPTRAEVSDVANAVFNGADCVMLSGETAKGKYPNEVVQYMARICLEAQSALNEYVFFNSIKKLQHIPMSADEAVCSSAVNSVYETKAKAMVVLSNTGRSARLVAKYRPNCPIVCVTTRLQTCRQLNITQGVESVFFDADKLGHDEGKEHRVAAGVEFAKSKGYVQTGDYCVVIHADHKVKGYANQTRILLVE
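Purified LmPK (0.1 nM) with 0.5 mM PEP and 0.1 mM ADP in imidazole buffer pH 7.2 with MgCl2/KCl, 1 h at room temperature. ATP formed was read by luciferase luminescence and normalized to no-enzyme and uninhibited controls.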
HCMV antiviral = inhibitors of human cytomegalovirus | AID 1259415 | activity change, negative = inhibition, % at 57.5 µM | 4.5% of 410,000 active | HFF cells, HCMV-luciferase reporter, 72 h; hits give low values; in the data active means activity change below about -60%; inconclusive means no clear call, values can overlap the other calls; inactive means above about -39%
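After 16 h attachment at 37C, HFF cells received test compound and HCMV-luciferase (1 PFU/cell); reporter luminescence read 72 h later, data normalized against buffer-only and known inhibitor Salinomycin.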
Tb PYK inh = T. brucei pyruvate kinase inhibition | Potency, µM (highest dose often 76.8 µM), without a hit: top-dose activity, negative = inhibition, hits mostly inhibitors | TbPYK enzyme, Kinase-Glo Plus ATP luminescence, 45 min | 0.12% of 410,000 active | Q57TT1; further: potency means the concentration at half of the fitted maximal effect; nearly all actives have a fitted effect of over 50% in size
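Quantitative HTS: titrated library compounds versus trypanosomal pyruvate kinase in TEA buffer (pH 7.2) containing KCl, MgCl2, BSA and Tween-20. Reactions were initiated with ADP, 130 uM final. Kinase-Glo Plus luminescence was read after 45 min at RT.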
AMA1-RON2 inh = AMA1-RON2 (P. falciparum) interaction inhibition | AlphaScreen AMA1-biotinylated RON2 peptide binding | Potency, µM (doses to about 58.2 µM), inactives show at the top dose activity change, negative = inhibition, hits mostly inhibitors | 0.2% of 360,000 active;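 further: potency means the concentration at half of the fitted maximal effect; 0% = vehicle wells and -100% = peptide control; nearly all actives have a fitted effect of over 45% in size; some results filed as inactive show a strong effect at the top dose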
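AMA1 (3D7) with his tag at 25 nM final met compounds first, then biotinylated RON2 peptide at 25 nM; detection used donor plus acceptor beads, 10 µg/mL apiece, read by AlphaScreen after 30 min at room temperature.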
Sm TGR inh = S. mansoni TGR enzyme inhibition; Q962Y6; purified TGR, DTNB reduction, TNB absorbance 405 nm; Potency, µM (top dose mostly 114 µM), without a hit: top-dose activity change, negative = inhibition, usual class: inhibitors; 3% of 360,000 active; further: potency means the concentration at half of the fitted maximal effect; nearly all actives have a fitted effect of over 60% in size
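First, TGR (20 nM dispensed) and NADPH were mixed with compound. Second, a 15 min room-temperature incubation followed. Third, further NADPH and then DTNB were added to start the reaction. Finally, TNB absorbance was monitored kinetically.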
* marks the source's active call; other numbers are inactive results; ? = inconclusive; / = no result given; [ ] = another dose, or the depositor's remark. Unless noted, the call rests on the fitted dose curve; in most records, active means well fitted curve in the direction sought with a large enough effect; inconclusive means small, poorly fitted or top-dose-only effect, or another doubt; inactive means no such curve, though single readings can be large; an effect the other way counts as inactive or inconclusive. Unless noted, on the % scale 0 is the no-effect control and ±100 the full control effect.

1: Cc1c(NC(=O)C2CCCN2S(=O)(=O)c2cccc3nsnc23)cccc1C(=O)O (centres undefined)
2: COc1ccc(N2C(=O)CSC2c2ccccc2)cc1 (centres undefined)
3: Cc1nc2ccc(C(=O)Nc3ccc4nc[nH]c4c3)cc2[nH]1
4: CCCC1(C(=O)OCC)NC(c2ccc(OC)cc2OC)C2C(=O)N(c3ccccc3)C(=O)C21 (centres undefined)
5: Cc1ccc(C(=O)Nn2cnnc2)cc1S(=O)(=O)N1CCOCC1
6: O=C(Nc1ccc2nc3n(c(=O)c2c1)CCCC3)c1cccc([N+](=O)[O-])c1
7: CCN(C(=O)CSc1nnc(Nc2ccccc2C)s1)C1CCS(=O)(=O)C1 (centres undefined)
8: CCCN1C(=O)/C(=C\C=C2/C=CN(CC)c3ccccc32)SC1=S

Compound | 1 | 2 | 3 | 4 | 5 | 6 | 7 | 8
AmpC inh no detg | -21% | -10% | 0% | 56% | -4% | -38% | -15% | 1%
AmpC detergent | ? | -5% | 7% | 1% | -1% | ? | 0% | ?
LmPK inhibitor | -12% | -1% | 1% | 9% | 7% | -1% | -1% | ?
HCMV antiviral | -6 | 1 | -5 | 35 | -22 | -22 | -6 | ?
Tb PYK inh | 1% | 0% | -14% | -14% | 2% | -10% | -26% | ?
AMA1-RON2 inh | 11% | -6% | 1% | 11% | 98%[activator] | 3% | -10%[11.6 µM] | -1%
Sm TGR inh | 0% | -10% | 6% | -12% | 1% | -10% | 1% | -20%

9: O=C(Nc1cccc(Cl)c1)Nc1ccccc1NS(=O)(=O)c1cccs1
10: CNC(=O)/C(C#N)=C/c1cc(C)n(-c2ccc(N3CCOCC3)cc2)c1C
11: O=c1c(-c2nc3ccccc3s2)cccn1Cc1ccccc1
12: COc1ccc(-n2nnc3c(SCC(=O)c4ccccc4)ncnc32)cc1
13: COc1ccc2c(c1)c(/C=N/Nc1ccc(C(=O)O)cc1)c(C)n2C
14: COc1cccc(NC(=O)CSc2ccc3nnc(-c4ccccn4)n3n2)c1
15: O=C(Nc1ccc(-c2nc3ccccc3o2)cc1)c1ccc(N2C(=O)C3C4C=CC(C4)C3C2=O)cc1 (centres undefined)
16: Cc1cc(-n2c(C)cc(C(=O)COc3ccc4ccc(=O)oc4c3)c2C)no1

Compound | 9 | 10 | 11 | 12 | 13 | 14 | 15 | 16
AmpC inh no detg | -59% | 2% | -19% | -13% | -30% | -10% | 23% | -27%
AmpC detergent | -9% | -7% | -1% | 1% | 4% | -4% | -10% | 6%
LmPK inhibitor | 1% | 0% | 3% | 5% | -3% | -6% | 2% | 1%
HCMV antiviral | 35 | 0 | 129 | -28 | -28 | -2 | -18 | ?
Tb PYK inh | 5% | 0% | -3% | -3% | -11% | -2% | 2% | -3%
AMA1-RON2 inh | -14% | -11% | 83%[activator] | 3% | -10% | -1% | 9% | -10%
Sm TGR inh | -15% | 1% | 14% | -2% | -21% | -1% | -3% | 8%

17: CCC(C)(C)NC(=O)CN(C(=O)CCC(=O)Nc1nccs1)c1cccc(C)c1
18: CC(C)CC(=O)N1CCN(C(=O)c2ccco2)CC1
19: COc1c2c(cc3c1OCO3)CC[N+](C)=C2
20: COc1ccc(/C=N/OC(=O)Nc2ccccc2)cc1[N+](=O)[O-]
21: OCC1OC(n2nc3ccccc3n2)C(O)C(O)C1O (centres undefined)
22: CCc1cc2ccc(C)cc2nc1SCC(=O)c1ccc(NC(C)=O)cc1
23: COc1cccc(/C=N/NC(=O)C(=O)NCc2cccnc2)c1OC
24: COc1ccc(C=C2SC(=S)N(CCCC(=O)Nc3ccc(C(=O)O)c(O)c3)C2=O)cc1OC

Compound | 17 | 18 | 19 | 20 | 21 | 22 | 23 | 24
AmpC inh no detg | 16% | -3% | -8% | -17% | -14% | 15% | -11% | /
AmpC detergent | 2% | 6% | -4% | -11% | ? | ? | 3% | /
LmPK inhibitor | 10% | 1% | 0% | -11% | 0% | 7% | -9% | /
HCMV antiviral | -12 | 26 | -22 | 6 | 43 | -5 | 16 | -9
Tb PYK inh | -1% | -2% | 0% | 4% | 2% | -13% | -5% | -2%
AMA1-RON2 inh | -4% | 0% | -2% | -5% | -4% | -5% | -1% | -6%
Sm TGR inh | 2% | -24% | -4% | 2% | -4% | -1% | 0% | /

25: N#Cc1cn(CCOC(=O)c2cccc(C(F)(F)F)c2)c(=O)[nH]c1=O
26: COc1ccc(/C=N\NC(=O)C2=NNC(=O)C2C)cc1 (centres undefined)
27: CC(Cc1ccc(O)cc1)NCC(O)c1cc(O)cc(O)c1 (centres undefined)
28: COc1ccc(C(=O)C2CCCN(Cc3cccn3-c3cccnc3)C2)cc1OC (centres undefined)
29: Cc1cccc2c1nc(-c1ccccc1)n1cnnc21
30: CCNC(=O)c1cc2c(c(-c3cccc(-c4cccc(C(=O)N(C)C)c4)c3)n1)[C@H](CCO)N(S(=O)C(C)(C)C)C2 (some centres undefined)
31: CCOC(=O)c1c(NC(=O)CSC(=S)N2CCOCC2)sc(C)c1C
32: CCCC(=O)N1CCN(c2ccc(NC(=O)c3ccc(OCC)c([N+](=O)[O-])c3)cc2)CC1

Compound | 25 | 26 | 27 | 28 | 29 | 30 | 31 | 32
AmpC inh no detg | 17% | -20% | -9% | 55% | -9% | / | -20% | 191%[activator]
AmpC detergent | -6% | -4% | 7% | -1% | -5% | / | -12% | -6%
LmPK inhibitor | 4% | -27% | 4% | 5% | -2% | / | 2% | 7%
HCMV antiviral | ? | 22 | 52 | ? | -69* | 55 | -6 | -28
Tb PYK inh | -3% | -7% | -1% | 0% | 1% | 1% | -4% | 2%
AMA1-RON2 inh | -5% | 22% | -2% | -11% | 6% | -7% | 3% | -3%
Sm TGR inh | 4% | -11% | 14% | -29% | -6% | / | -11% | -3%

Shown as tab-separated lines: entries from further up
cpd	canonical_smiles	AmpC inh no detg	AmpC detergent	LmPK inhibitor	HCMV antiviral	Tb PYK inh	AMA1-RON2 inh	Sm TGR inh
28	COc1ccc(C(=O)C2CCCN(Cc3cccn3-c3cccnc3)C2)cc1OC (centres undefined)	55%	-1%	5%	?	0%	-11%	-29%
32	CCCC(=O)N1CCN(c2ccc(NC(=O)c3ccc(OCC)c([N+](=O)[O-])c3)cc2)CC1	191%[activator]	-6%	7%	-28	2%	-3%	-3%

Further results follow.
33: O=C1NC[C@H](Cc2ccccc2)N(CC2CCN(CCCCc3ccccc3)CC2)C1=O
34: CN(Cc1cn(C)nc1-c1ccccc1F)C1CCOC1 (centres undefined)
35: CCC(=O)Nn1cnc2c(c1=O)C1(CCCCC1)Cc1ccccc1-2
36: Cc1ccc(CSc2nnc([C@@H]3CCCN3C(=O)OC(C)(C)C)o2)cc1
37: COc1ccc(CCNC(=O)c2cccc(S(=O)(=O)N3CCCC3)c2)cc1OC
38: O=C(COC(=O)c1ccc([N+](=O)[O-])s1)Nc1cccc(S(=O)(=O)NC2=NCCCCC2)c1
39: CCCOc1ccc(C(=O)Nc2cc(S(=O)(=O)N3CCOCC3)ccc2N2CCOCC2)cc1
40: O=c1cnn(-c2ccc(Cl)cc2Cl)c(-c2ccccc2)c1

Compound | 33 | 34 | 35 | 36 | 37 | 38 | 39 | 40
AmpC inh no detg | / | -1% | 39% | 99%[activator] | -29% | -36% | 2% | -30%
AmpC detergent | / | 0% | -6% | -15% | ? | 1% | -7% | -9%
LmPK inhibitor | / | -1% | 1% | 1% | / | 1% | / | 3%
HCMV antiviral | -14 | -18 | -12 | -16 | -11 | -3 | 0 | 78
Tb PYK inh | -1% | 0% | 1% | -2% | 2% | 2% | -9% | 0%
AMA1-RON2 inh | 6% | -2% | -11% | -10% | 5% | -3% | 10% | -6%
Sm TGR inh | / | -8% | -1% | 7% | -16% | ? | 1% | -17%

41: CNS(=O)(=O)c1cn(CC(=O)Nc2ccc(OC)cc2OC)cc1S(=O)(=O)NC
42: O=[N+]([O-])c1ccc(NC(=S)NCCc2ccccc2)cc1
43: Cn1ncc2c(Nc3cccc(C#N)c3)ncnc21
44: Cc1ccc(NC(=O)CSc2c3c(nc4ccccc24)CCCC3)cc1F
45: C=CCn1c(=NC(=O)c2cccs2)sc2cccc(OC)c21
46: Cc1ccc(NC(=O)CCC(=O)NN=Cc2ccc(C)o2)c(C)c1
47: COc1ccc(C)c(NC(=O)NCCc2cnc[nH]2)c1
48: CCOC(=O)C1=C(C)NC2=C(C(=O)C(C(=O)OCC)C(c3ccccc3OC)C2)C1c1ccccn1 (centres undefined)

Compound | 41 | 42 | 43 | 44 | 45 | 46 | 47 | 48
AmpC inh no detg | / | -43% | / | / | -34% | / | -13% | 91%[activator]
AmpC detergent | 20% | -5% | 4% | -6% | 10% | / | -12% | 7%
LmPK inhibitor | / | 0% | / | / | 4% | / | -15% | 1%
HCMV antiviral | 0 | -96* | -9 | -18 | 0 | 4 | 9 | -4
Tb PYK inh | 0%[15.4 µM] | -11% | 3% | -6% | 4% | -1% | -8% | 8%
AMA1-RON2 inh | / | 5% | / | / | 3% | 3% | -10% | 11%
Sm TGR inh | 5% | -30% | -19% | 2% | 5% | / | 102%[activator] | 6%

Entries by screen from the entries so far.
Compounds 31–39 in AMA1-RON2 inh read 3%, -3%, 6%, -2%, -11%, -10%, 5%, -3%, 10%

(more compounds)
49: O=C(NCC1CCN(Cc2cccc(Cl)c2)CC1)C1CCCN(c2ncnc3c2nc2n3CCCCC2)C1 (centres undefined)
50: O=c1nc(N2CCCC2)nc(Nc2ccccc2)[nH]1
51: O=C(NCc1ccc(F)cc1)c1cccc2c1C(=O)c1ccc(N3CCC(Cc4ccccc4)CC3)cc1S2(=O)=O
52: Cc1ccc(CN2C(=O)C3CCCN3c3ccc(C#N)cc32)cc1 (centres undefined)

Compound | 49 | 50 | 51 | 52
AmpC inh no detg | 154%[activator] | -5% | -29% | -28%
AmpC detergent | ? | -1% | / | ?
LmPK inhibitor | 0% | -1% | / | 1%
HCMV antiviral | ? | ? | -13 | /
Tb PYK inh | -2% | -8% | -2% | /
AMA1-RON2 inh | -17% | 12% | 9% | /
Sm TGR inh | -18% | -2% | / | -22%

Single records, as listed above. Screens in order: AmpC inh no detg	AmpC detergent	LmPK inhibitor	HCMV antiviral	Tb PYK inh	AMA1-RON2 inh	Sm TGR inh
Shown for `Cc1ccc(NC(=O)CCC(=O)NN=Cc2ccc(C)o2)c(C)c1` = /	/	/	4	-1%	3%	/
Shown for `CCC(=O)Nn1cnc2c(c1=O)C1(CCCCC1)Cc1ccccc1-2` = 39%	-6%	1%	-12	1%	-11%	-1%
